FEN1 inhibitor = qHTS Assay for the Inhibitors of Human Flap endonuclease 1 (FEN1); P39748; Recombinant FEN1 flap cleavage, fluorescence, 15 min; Potency, µM (top dose mostly 114 µM), for the others: at the top dose activity change, negative = inhibition, hits mostly inhibitors; 0.35% of 390,000 active; active = well fitted inhibition curve with a large enough effect; inconclusive = small, poorly fitted or top-dose-only effect; inactive = no such curve, though single readings can be large or run the other way; note: nearly all actives have a fitted effect of over 65% in size
Target sequence (P39748 whole entry, looked up): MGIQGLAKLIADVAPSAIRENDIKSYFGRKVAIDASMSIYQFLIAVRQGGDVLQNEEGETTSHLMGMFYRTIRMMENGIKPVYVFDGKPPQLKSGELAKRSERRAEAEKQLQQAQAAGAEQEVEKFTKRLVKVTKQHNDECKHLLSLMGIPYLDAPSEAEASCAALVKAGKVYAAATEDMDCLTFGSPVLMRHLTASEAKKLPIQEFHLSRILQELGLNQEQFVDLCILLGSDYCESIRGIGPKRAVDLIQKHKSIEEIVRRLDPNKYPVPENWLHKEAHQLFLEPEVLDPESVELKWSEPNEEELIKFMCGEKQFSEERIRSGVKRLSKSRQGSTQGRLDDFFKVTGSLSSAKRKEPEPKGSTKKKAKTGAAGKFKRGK
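Reaction started by adding substrate (50 nM final) to 10 nM enzyme after 15 min room-temperature compound preincubation. Reads at 0 and 15 min, with data normalized and fitted to a four-parameter Hill equation.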
Active calls of the source: *; ? = inconclusive; & = joins results of further samples. % is set by controls: 0 for no effect and ±100 for the full control effect; potency is the fitted concentration of half-maximal effect.

SMILES	FEN1 inhibitor
Cc1cc(-c2cc(C)c(N)cc2C)c(C)cc1N	-12%
COc1cccc(NC(=O)CSc2nc(O)c(C/C=C/c3ccccc3)c(=O)[nH]2)c1	7%
Cn1ncc2c(NCCO)nc(Cl)nc21	10%
COc1ccc(S(=O)(=O)N(C)C)cc1NC(=O)C1CCN(c2ncnc3sc(C)c(C)c23)CC1	1%
COC(=O)CNC(=O)c1ccccc1[N+](=O)[O-]	-3%
O=C(O)Cc1cccc(=O)c(O)c1C(=O)O	?
O=[N+]([O-])c1ccc(Cl)cc1C=NNc1ccccn1	-3%
CN(CCC#N)c1ccc(C=O)cc1	19%
CN(C)c1ccc(N=Nc2ccc(/C=C/c3ccnc4ccccc34)cc2)cc1	25µM*
OC(CSc1ccccc1)CN1CCN(c2ccc(Cl)cc2)CC1 (stereo not drawn)	-18%
COc1ccc(S(=O)(=O)N(CC(=O)N2CCc3ccccc3C2)c2ccc(C)cc2)cc1	-16%
CCOC(=O)c1ccc(NC(=O)c2c(-c3c(F)cccc3Cl)noc2C)cc1	-9%
CC12C(=O)N(c3nccs3)C(=O)C1(C)C1CCC2O1 (stereo not drawn)	4%
Cc1nnc2c3ccccc3ccn12	1%
CC1(C)CC(N2CCC(=O)NC2=S)CC(C)(C)N1	-2%
O=C(NNC(=O)c1ccc(-c2ccccc2)cc1)Nc1ccccc1	9%
O=C(CC1Sc2ccccc2NC1=O)NNc1ccc(Cl)cc1Cl (stereo not drawn)	-14%
CCCCN1CC(CO)Oc2cccc(F)c2S1(=O)=O (stereo not drawn)	17%
Cc1cnc2ccccc2c1/C=C/c1ccc(N)cc1	-24%
COc1ccc(C2(CO)OC(CO)C(O)C2O)cc1 (stereo not drawn)	-2%
O=C(CSc1ccccc1)N1CCN(c2ccc(F)cc2)CC1	-11%
Cc1cnccc1/C=C/c1ccc(N)cc1	15%
Cc1ccc(Cl)cc1NS(=O)(=O)c1ccccc1	8%
COc1ccc(C2CC(c3ccccc3)=NN2C(=O)CSc2nnnn2-c2cccc(C)c2)cc1 (stereo not drawn)	-10%
CCOC(=O)c1ccc2c(c1)nc(C)n2CC	8%

Fetched one by one from the list above, two records:
SMILES	FEN1 inhibitor
COC(=O)CNC(=O)c1ccccc1[N+](=O)[O-]	-3%
CC12C(=O)N(c3nccs3)C(=O)C1(C)C1CCC2O1 (stereo not drawn)	4%

More results follow:
SMILES	FEN1 inhibitor
CC1(c2nnc(Cc3ccccc3)o2)CC(c2ccc(Br)cc2)=NO1 (stereo not drawn)	-1%
COC(=O)C1CCC(=O)N1C(c1ccc(OC)cc1)c1cc(OC)c(OC)c(OC)c1 (stereo not drawn)	-2%
O=S(=O)(Nc1ccc(-c2ccccc2)cc1)c1ccccc1	0%
Nc1c(O)cccc1C(=O)O	-22%
Nc1ccc2cc3[nH]c4cc(N)ccc4c3nc2c1	11µM*
Cc1cc(Nc2ccc(F)cc2)n2c(nc3ccccc32)c1C#N	15%
c1ccc(CN2CCC3CC2c2cc(N4CCOCC4)ccc23)cc1 (stereo not drawn)	12%
Cc1nnc(SCCn2c(N(C)Cc3ccccc3)nc3c2c(=O)n(C)c(=O)n3C)s1	-8%
COc1ccc(C(=O)NNC(=O)Cc2coc3cc(OC)ccc23)cc1	0%
Nc1ccc2c(c1)C(O)c1ccc(Cl)cc1-2 (stereo not drawn)	-4%
CCC(C)c1c(NS(=O)(=O)c2ccc(C)cc2)o[nH]c1=O (stereo not drawn)	4%
COCCN(C(=O)COC(=O)CCOc1cc(C)ccc1C)c1c(N)n(Cc2ccccc2)c(=O)[nH]c1=O	-8%
COc1ccc(CNC(=O)C(=O)NCC2OCCN2S(=O)(=O)c2ccccc2)cc1 (stereo not drawn)	12%
N=c1c2ccccc2nc2n1CCCCCCCCCCC2	-13%
CC(=O)c1c(C)n(-c2ccc(C)cc2)c2ccc(OC(=O)COc3ccccc3)cc12	-9%
O=C1NCCSC1c1ccccc1 (stereo not drawn)	-5%
Cc1cc(-c2ccccc2)cc(=O)[nH]1	8%
CCOC(=O)C1=C(C)N(CCCC(=O)O)C(=O)NC1c1cccc(OC)c1 (stereo not drawn)	-4%
O=C(CCS(=O)(=O)c1ccc(Cl)cc1)N1CCCc2ccccc21	0%
COC(=O)[C@H](C)N(Cc1ccc(Cl)c(Cl)c1)S(=O)(=O)CCNC1CCCC1	-11%
CCCCN(C(=O)C1CCN(C(=O)c2ccccc2C)CC1)c1c(N)n(CC(C)C)c(=O)[nH]c1=O	16%
O=C(CCCOc1ccc(Cl)cc1Cl)NC(Cc1ccccc1)C(=O)O (stereo not drawn)	3%
COC(=O)C[C@H]1c2cc(C(F)(F)F)ccc2S(=O)(=O)N1C1CCCC1	4%&2%
Cn1c(-c2ccccc2)cc(=O)n1-c1ccccc1	12%
Cc1ccc(Cl)cc1NC(=O)CN1CCOCC1	10%
More compounds follow:
SMILES	FEN1 inhibitor
CC(C)C(=O)N1CCN(c2ccccc2NC(=S)NC(=O)c2ccco2)CC1	2%
COc1ccc(-c2ccc3c(c2)[C@@H]2C[C@H](N(C)C(=O)Nc4ccccc4)[C@H]([C@H](C)O)C(=O)N2CC3)cc1	-15%
O=C(c1ccc(Cl)c(Cl)c1)N1CCC(=O)N(C(CO)Cc2ccccc2)CC1 (stereo not drawn)	-22%
O=[S@]1Oc2ccccc2-c2ccccc21	8%
CC(C)(C)n1ncc2c(=O)n(Cc3cccc(F)c3)cnc21	14%
CC12CCC(=O)C=C1CCC1C2C(O)CC2(C)C(c3csc(N)n3)CCC12 (stereo not drawn)	-11%
OC1CNc2c(ccc3ccccc23)C1 (stereo not drawn)	12%
Cc1ccc(NC(=O)Cc2ccc(Cl)cc2)nc1	-4%
COc1ccc(Br)cc1CN(C)C(=O)c1ccccc1SCC(=O)N1CCCC1	3%
NC(=O)c1ccc(=O)n(C2OC(CO)C(O)C2O)c1 (stereo not drawn)	6%
Cc1ccc(Cn2c(C3CCCN3c3nc(-c4ccc(F)cc4)cs3)nc3cc(C(F)(F)F)ccc32)cc1 (stereo not drawn)	-18%
CN(Cc1ccccc1)C(=O)c1cccc(NC(=O)Cc2ccc(NC(=O)C3CCN(S(=O)(=O)c4cccc([N+](=O)[O-])c4)CC3)cc2)c1	-7%
CNc1nc(=O)n(C2CCCO2)cc1C (stereo not drawn)	1%
O=C(NC1CC1)c1cccc(NC(=O)C2CCN(S(=O)(=O)c3cccc(C(F)(F)F)c3)CC2)c1	-10%
Cc1cc(C)nc(NS(=O)(=O)c2ccc(NC(=O)CCC(=O)O)cc2)n1	10%
O=C(O)CC(c1ccccc1)N1C(=O)c2ccccc2C1=O (stereo not drawn)	8%
Cc1cccc(C)c1-c1ccc(CN2C(CC(C)C)C(=O)N(Cc3cn(CC4CCCCC4)nn3)CCS2(=O)=O)cc1 (stereo not drawn)	-13%
CS(=O)c1ccc(/C=C2\C=Cc3ccccc32)cc1 (stereo not drawn)	1%
O=C(O)Cc1ccc(O)cc1	13%
CCCNC(=O)CCNC(=O)[C@H](O)C(C)(C)CO	-2%
O=c1c2ccccc2nc2sc(Nc3cccc(Cl)c3)nn12	16%
O=C1C=CC[C@H](/C=C/C[C@@H](O)C[C@H](O)CCc2ccccc2)O1	-1%
O=C(O)CCC(=O)c1ccc2sc3ccccc3c2c1	-12%
CC(OC(=O)CC1Sc2ccccc2NC1=O)C(=O)N(C)Cc1ccccc1 (stereo not drawn)	2%
Cn1c(/C(C#N)=C(\O)c2ccccc2Cl)nc2ccccc21	0%
The list continues:
SMILES	FEN1 inhibitor
C=CC[C@@H](CC(=O)N[C@H](CO)Cc1ccccc1)C(=O)N[C@H](COC(=O)[C@H](CC=C)CC(=O)OC(C)(C)C)Cc1c[nH]c2ccccc12	-20%
CC(NC(=O)c1cnn2c1NC(=C1CC1)C=C2C(F)F)c1ccncc1 (stereo not drawn)	11%
OCc1nc2ccccc2n1CCCCOc1ccccc1	1%
CCCC(=O)NC1=C(Cl)C(=O)c2ccccc2C1=O	-33%
Cn1nccc1C(=O)Nc1cc(Cl)ccc1Cl	-4%
COc1ccc(-c2cc3nc(-c4ccc(C)cc4)cc(C(F)(F)F)n3n2)cc1	17%
c1ccc2c(c1)ccc1[nH]c3c(c12)CCCC3	-18%
CC12CCC(C3NC(=S)NN=C31)C2(C)C (stereo not drawn)	-4%
ONC(=NCc1ccccc1)c1ccccc1	7%
[O-][n+]1nc2ccccc2c2ccccc21	-5%
Cc1nc2c(nc1C)C(=O)c1ccccc1C2=O	-4%
CCCN(CC(=O)Nc1ccc(F)c(F)c1F)C(=O)c1cc(S(=O)(=O)N(C)C)ccc1N1CCCC1	-2%
c1ccc(CC[n+]2ccncc2)cc1	7%
CC(C)C[C@H]1CNC(=S)N1CC1CCCN1C[C@H](CC(C)C)N1C[C@H](Cc2ccccc2)N(CC2CCCCCC2)C1=S (stereo partly drawn)	-13%
Nc1ncncc1-c1ccccc1Cl	-11%
COc1ccc(C(=O)N=c2nc(-c3ccccc3)n(-c3ccccc3)s2)cc1	10%
CC(=O)c1c(C)oc2ccc(N(C(=O)Oc3ccccc3)S(=O)(=O)c3ccc(Br)cc3)cc12	13%
CC(C)[C@H]1COCCS(=O)(=O)N1Cc1ccccc1	-13%&18%
Cc1ccc2oc(-c3ccc(NC(=O)CCC(=O)O)cc3)nc2c1	13%
Cc1ccccc1-c1nnc(SCC(=O)Nc2c(C)n(C)n(-c3ccccc3)c2=O)o1	5%
COc1ccccc1C(CNC(=O)CCNS(=O)(=O)c1ccc(Br)cc1)N1CCCC1 (stereo not drawn)	4%
CC1(C)CC(=O)C=C(c2cccc3c2oc2ccccc23)C1	-11%
Cc1ccc(NCCCn2cnc(C(=O)Nc3ccc(C)c(C)c3)n2)cc1C	-3%
O=S(=O)(Nc1ccc(Cl)cc1NS(=O)(=O)c1ccccc1)c1ccccc1	-4%
CC(=NNC(=O)CSCC(=O)NN=C(C)c1ccccc1)c1ccccc1	1%
The listing continues:
SMILES	FEN1 inhibitor
CCCCCCCCCCCCN1[C@@H](CC(=O)O)c2cc(F)ccc2S1(=O)=O	-23%
COc1ccc(C(CNC(=O)c2cccc(S(=O)(=O)N3CCCc4ccccc43)c2)N(C)C)cc1 (stereo not drawn)	-7%
Cc1cccc(NC2(C(=O)O)CCCC2)c1	-6%
COc1ccc(C(=O)Cn2c(C(C)=O)nc3ccccc32)cc1	-3%
CCOC(=O)c1nnsc1C(OC)Oc1ccccc1 (stereo not drawn)	-2%
OCC1OC(Oc2c(Br)cc(Br)cc2Br)C(O)C(O)C1O (stereo not drawn)	3%
Cn1c(=O)c2[nH]c(CSCc3ccccc3)nc2n(C)c1=O	-12%
CC(C)CN(C)c1ccc(/C=C2\C=Cc3ccccc32)cc1	4%
O=C(O)C(Oc1ccc2ccccc2c1)c1ccccc1 (stereo not drawn)	3%
CCOC(=O)C1=C(CC)Nc2ccccc2N=C1NC(=O)c1ccc(OC)c(S(=O)(=O)N2CCOCC2)c1	6%
COc1cc(CCc2ccccc2)c(C(=O)O)c(O)c1CC=C(C)C	?
Nc1c(Br)cc(/C=C/c2ccnc3ccccc23)cc1Br	-22%
O=C1C2CCCCN2C(=O)N1CCN1CCN(c2ccc(F)cc2)CC1 (stereo not drawn)	6%
CCCCCCCCN1[C@@H](CC(=O)O)c2cc(C(F)(F)F)ccc2S1(=O)=O	-6%&-1%
O=Cc1ccc(OCc2cn(CC(=O)c3ccc(O)cc3)nn2)cc1	-10%
Cc1cc(C)cc(C(=O)OCC(=O)Nc2ncccn2)c1	-10%
CCCc1nnc(NS(=O)(=O)c2ccc(C)cc2)o1	-4%
CCOC(=O)C1(Cc2cccc(OC)c2)CCCN(C(=O)CSC)C1 (stereo not drawn)	18%
CC(C)(C)OC(=O)N1CCC(C(=O)Nc2ccc(C(=O)NCCc3ccccc3)cc2)CC1	-2%
Oc1ccccc1C=NN=Cc1ccccc1Cl	-2%
Cc1ccc(F)c(C2=CC(=O)C[C@H](c3ccc(F)cc3)C2)c1	0%

Filtered by structure: the compounds so far containing a COOH group
SMILES	FEN1 inhibitor
O=C(O)Cc1cccc(=O)c(O)c1C(=O)O	?
Nc1c(O)cccc1C(=O)O	-22%
CCOC(=O)C1=C(C)N(CCCC(=O)O)C(=O)NC1c1cccc(OC)c1 (stereo not drawn)	-4%
O=C(CCCOc1ccc(Cl)cc1Cl)NC(Cc1ccccc1)C(=O)O (stereo not drawn)	3%
Cc1cc(C)nc(NS(=O)(=O)c2ccc(NC(=O)CCC(=O)O)cc2)n1	10%
O=C(O)CC(c1ccccc1)N1C(=O)c2ccccc2C1=O (stereo not drawn)	8%
O=C(O)Cc1ccc(O)cc1	13%
O=C(O)CCC(=O)c1ccc2sc3ccccc3c2c1	-12%
Cc1ccc2oc(-c3ccc(NC(=O)CCC(=O)O)cc3)nc2c1	13%
CCCCCCCCCCCCN1[C@@H](CC(=O)O)c2cc(F)ccc2S1(=O)=O	-23%
Cc1cccc(NC2(C(=O)O)CCCC2)c1	-6%
O=C(O)C(Oc1ccc2ccccc2c1)c1ccccc1 (stereo not drawn)	3%
COc1cc(CCc2ccccc2)c(C(=O)O)c(O)c1CC=C(C)C	?
CCCCCCCCN1[C@@H](CC(=O)O)c2cc(C(F)(F)F)ccc2S1(=O)=O	-6%&-1%

A portion of the library. The share of hits here may be higher or lower than overall.
